From PubChem BioAssay
HSP90 inh: HSP90 inhibitors, primary screen, cell lysate, luminescence; Heat shock protein HSP 90 (rabbit reticulocyte lysate; luciferase refolding); 290,000 compounds, 0.91% hits; inhibition, % at 5.6 µM; Rabbit reticulocyte lysate, luciferase refolding luminescence, 3 h;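 active = inhibition above the screen-wide mean plus 3 SD, computed separately per campaign, cut at about 16% in these data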;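 note: 0% = DMSO wells and 100% = 60 µM geldanamycin wells; inhibitors lower the luminescence because luciferase stays unfolded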
SKKanGAS inh: S. pyogenes SKKanGAS growth inhibitors in kanamycin, primary screen, streptokinase expression inhibitor project, SKKanGAS strain, BacTiter-Glo luminescence; 6 h; inhibition, % at 7.5 µM; 300,000 compounds, 1.3% hits; AID 1662, 2009;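 active = mean replicate score, as percent of positive control median, at least 50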;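 note: strain carries kanamycin resistance gene driven by streptokinase promoter and grows in 40 µg/ml kanamycin; loss of luminescence reflects streptokinase promoter inhibition or plain growth inhibition; 0% = median of DMSO wells and 100% = positive control at its reference dose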
IEC-6 tox: cytotoxicity in IEC-6 intestinal epithelial cells, primary screen, cytotoxicity control for KLF5 inhibitor project, cell-based, luminescence | 290,000 compounds, 0.78% hits | IEC-6 cytotoxicity, luminescence viability | inhibition, % at 5 µM; in the data active = inhibition above about 22%;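 note: 0% = plate median of test compound wells and 100% = cytotoxic reference compound wells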
KLF5 inhibitor: KLF5 expression inhibitors, primary screen, DLD-1 cells, luminescence; 290,000 compounds, 0.23% hits; inhibition, % at 5 µM; AID 1700, 2009; DLD-1 KLF5 promoter-luciferase reporter;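 active = inhibition above a per-plate limit of that plate's mean compound inhibition plus 3 SD, cut at about 60% in these data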;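 note: 0% = DMSO wells and 100% = LY294002 at 200 µM; higher means less KLF5 promoter-driven luciferase light; inactives centre near -14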
AI-2 QS modul: Vibrio harveyi AI-2 quorum sensing modulators, primary screen, JMH597 strain, luminescence/OD600 ratio. 300,000 compounds, 0.4% hits. Vibrio harveyi JMH597 AI-2 luminescence/OD600 ratio, 9 h; stronger effect = lower value; strain lacks LuxN and CqsS sensors; 0 = neutral-control median. activity change, % at 7.5 µM; in the data active = activity change below about -75%, passing the limit was not always enough;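 note: luminescence divided by OD600 gain over 9 h not by final OD600 alone; inactives centre near 13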
HIF activator: HIF pathway transcriptional activators, primary screen, cell-based, U2OS HRE-luciferase, luminescence. U2OS HRE-luciferase reporter; normalized: DMSO 0%, desferrioxamine 100%. activation, % at 7.5 µM (by protocol). 300,000 compounds, 0.32% hits;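 active = mean activation of at least 10% of the iron chelator positive control signal, with at least half of replicates also reaching 10%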
aSyn UTR inh: MLPCN primary screen, SNCA 5' untranslated region. alpha-synuclein 5'UTR reporter, inhibitor activity. inhibition, % (tested at 7.5 µM). 300,000 compounds, 0.82% hits. AID 1813, 2009; in the data active = inhibition above about 60%;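 note: H4 neuroglioblastoma cells stably carrying SNCA 5'UTR luciferase fusion; 0% = DMSO wells and 100% = positive control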
HSF1 inhib: HSF1 inhibitors in luciferase reporter cells, primary screen, cell-based, NIH3T3, luminescence; NIH3T3-HGL HSE-luciferase, MG132-induced, luminescence 8 h; stronger effect = lower value; activity change, negative = inhibition, % at 7.5 µM (by protocol); 300,000 compounds, 0.77% hits; AID 2098, 2009;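 active = more than half of replicate wells show activity change below -50%, luminescence cut by over half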;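 note: luciferase reports HSF-1 transcriptional activity via heat shock element; 0% = median of DMSO wells and -100% = zero luminescence signal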
Platelet DG rel: inhibitors of platelet dense granule secretion, primary screen, cell-based, MLPCN, human platelets; human platelet-rich plasma, SFLLRN dense granule ATP release, luminescence; inhibition, %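 (compounds screened at 7.5 µM in platelet-rich plasma)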; 300,000 compounds, 0.22% hits; AID 1663, 2009;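 active = mean replicate score, as percent of positive control, at or above 50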
HSF1 activator: HSF-1 activators, primary screen, NIH3T3-HGL cells, MG132 stress, luminescence, single point; NIH3T3-HGL HSF-1 luciferase reporter, 8 h; 100% = twice DMSO control signal; activation, % at 9 µM; 300,000 compounds, 1.7% hits; AID 504408, 2011;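 active = mean replicate activation of at least 50% with a set share of replicates each reaching 50%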;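 note: 0% = median of the neutral control wells and 100% = twice that signal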
Numbers without * were called inactive; · = not tested or not shown.

entry | molecule | HSP90 inh | SKKanGAS inh | IEC-6 tox | KLF5 inhibitor | AI-2 QS modul
1 | Cc1cccc(N2CCN(C3=NC(=O)/C(=C\c4cn[nH]c4-c4ccccc4)S3)CC2)c1 | -2 | 11 | 1 | -12 | 20
2 | O=C(O)CSc1cccc2cccc(C(=O)O)c12 | 0 | -9 | 2 | 6 | 6
3 | C/C(=N\OCC(=O)Nc1cc(C)cc(C)c1)c1ccc2c(c1)OCCO2 | 4 | -6 | 6 | -4 | 13
4 | Cc1ccc(S(=O)(=O)CCC(=O)NCCC2=CCCCC2)cc1 | · | -6 | · | · | 29
5 | O=C(c1cc2c(=O)n3ccccc3nc2s1)N1CCN(Cc2ccccc2)CC1 | -2 | -3 | 3 | -19 | 8
6 | CCOC(=O)N1CCN(C(=S)NC(=O)c2nn(C)cc2Br)CC1 | -1 | 3 | 5 | -7 | 12
7 | CC(=O)C(C)Oc1ncn(-c2ccccc2)n1 (stereo unspecified) | 0 | -2 | -3 | -48 | 5
8 | N/C(=N\OC(=O)c1cccs1)c1cccnc1 | -3 | 0 | -4 | -24 | 17

entry | HIF activator | aSyn UTR inh | HSF1 inhib | Platelet DG rel | HSF1 activator
1 | 0.3 | 5 | -27 | -3 | -31
2 | 0.8 | 5 | 4 | 0 | 15
3 | -0.3 | -20 | 5 | 7 | 3
4 | -0.4 | -2 | -2 | -9 | -3
5 | 0.2 | 9 | -3 | 1 | 9
6 | -0.1 | 0 | -5 | -8 | 9
7 | 0.0 | -15 | 8 | 0 | 12
8 | 1.2 | -92 | 14 | 10 | 6

5 compounds from above, showing only AI-2 QS modul:
nr | SMILES | AI-2 QS modul
4 | Cc1ccc(S(=O)(=O)CCC(=O)NCCC2=CCCCC2)cc1 | 29
5 | O=C(c1cc2c(=O)n3ccccc3nc2s1)N1CCN(Cc2ccccc2)CC1 | 8
6 | CCOC(=O)N1CCN(C(=S)NC(=O)c2nn(C)cc2Br)CC1 | 12
7 | CC(=O)C(C)Oc1ncn(-c2ccccc2)n1 (stereo unspecified) | 5
8 | N/C(=N\OC(=O)c1cccs1)c1cccnc1 | 17

Additional entries follow.
entry | molecule | HSP90 inh | SKKanGAS inh | IEC-6 tox | KLF5 inhibitor | AI-2 QS modul
9 | CNC(C)C#Cc1ccc2oc3cccc(OC)c3c(=O)c2c1 (stereo unspecified) | 4 | 10 | 4 | -56 | -3
10 | CC(C)N=C(Nc1cccnc1)c1ccccc1 | 2 | 0 | 1 | -1 | 10
11 | COc1cccc(CNC(=O)N[C@@H](CC(C)C)C(=O)O)c1 | 5 | -6 | 4 | -8 | 15
12 | Cc1ccc(C2C3=C(CCCC3=O)Nc3[nH]c(=S)[nH]c(=O)c32)cc1 (stereo unspecified) | 7 | 1 | -1 | -21 | 11
13 | COc1cccc(OCCn2cc(/C=N/NC(=O)c3ccncc3)c3ccccc32)c1 | -3 | 10 | 5 | 0 | 40
14 | Cc1ccc(NC(=O)N2CCCC2C(=O)NCc2ccc(Cl)cc2)cc1 (stereo unspecified) | 0 | 8 | 0 | -31 | -1
15 | CCc1cccc(CC)c1NC(=O)COC(=O)C1(C)CC1(Cl)Cl (stereo unspecified) | 2 | 17 | -6 | -1 | 16
16 | COc1cc([N+](=O)[O-])ccc1NC(=O)C[n+]1cccc(C(C)=O)c1 | 1 | -8 | -5 | -8 | 19

entry | HIF activator | aSyn UTR inh | HSF1 inhib | Platelet DG rel | HSF1 activator
9 | 4.4 | -128 | 3 | 0 | 28
10 | -0.6 | 5 | 3 | 5 | 2
11 | -0.1 | -17 | 2 | -1 | 6
12 | -0.2 | -11 | 0 | -1 | -9
13 | -0.6 | 7 | 6 | -3 | 3
14 | 0.0 | 8 | 5 | 1 | 2
15 | -0.8 | 3 | 5 | -1 | 7
16 | 0.1 | 4 | 0 | 4 | 1

Next section.
entry | molecule | HSP90 inh | SKKanGAS inh | IEC-6 tox | KLF5 inhibitor | AI-2 QS modul
17 | Cc1ccc2oc(-c3cc(NC(=O)c4ncn[nH]4)ccc3O)nc2c1 | 3 | -1 | 5 | -38 | 28
18 | NC(=O)c1ccc(NC(=O)C#Cc2ccccc2)cc1 | 0 | -3 | 7 | 40 | -66
19 | Cc1ccc(C)c(Cn2c(C)nc3c(sc(=S)n3-c3ccccc3)c2=O)c1 | -6 | 5 | -6 | -7 | 37
20 | O=C(CN1CCOCC1)Nc1c2c(nc3ccccc13)N(Cc1ccccc1)CC2 | 1 | -20 | 5 | 3 | -5
21 | CC1(C)C(=O)C2(CCCCC2)C(=O)OC1c1cccn1-c1ccc([N+](=O)[O-])cc1 (stereo unspecified) | -4 | 5 | -7 | -59 | 10
22 | Cc1nc2ccc(S(=O)(=O)N3CCCCC3)cc2s1 | 4 | 0 | 14 | 13 | 18
23 | COc1ccc(NC(=O)COC(=O)Cc2c[nH]c3ccccc23)cc1OC | -1 | -2 | 3 | -31 | 21
24 | CSc1sc2ccccc2[n+]1CCCS(=O)(=O)[O-] | 2 | -2 | -2 | -28 | 20

entry | HIF activator | aSyn UTR inh | HSF1 inhib | Platelet DG rel | HSF1 activator
17 | 0.2 | -45 | -7 | 2 | 5
18 | 2.1 | -112 | 51 | -3 | 61*
19 | -0.3 | -7 | -4 | 17 | 0
20 | -0.1 | 23 | 2 | -7 | 9
21 | 1.0 | 23 | 2 | -5 | 19
22 | -0.2 | 9 | -1 | 3 | 0
23 | -0.1 | 18 | 1 | 7 | 6
24 | -0.3 | -10 | -6 | -4 | -6

Next part
entry | molecule | HSP90 inh | SKKanGAS inh | IEC-6 tox | KLF5 inhibitor | AI-2 QS modul
25 | CCN(CC)S(=O)(=O)c1cccc(C(=O)Nc2cc(C)cc(C)c2)c1 | -2 | -2 | -5 | -16 | 27
26 | CCOc1cc(/C=N/NC(=O)c2cccnc2)ccc1OCC(=O)N1CCOCC1 | -4 | -3 | -5 | 12 | 7
27 | O=C(COC(=O)C1C2CC3OC(=O)C1C3C2)Nc1ccc(Cl)cc1 (stereo unspecified) | -4 | -5 | 6 | -21 | 24
28 | CCCc1nn(C)c2c(=O)[nH]c(-c3ccccc3OCC)nc12 | -1 | -7 | 0 | -27 | 19
29 | O=C(COC(=O)Cc1cccc(C(F)(F)F)c1)Nc1ccccc1 | -3 | -8 | -10 | 5 | 9
30 | COc1ccc(-c2nnc(SC(C)C(=O)NNC(=O)c3ccc(C)cc3)o2)cc1 (stereo unspecified) | 3 | 6 | 1 | 2 | 24
31 | CCc1c(-c2ccccc2)nc2nc(C)c(C)nn12 | -1 | -1 | -2 | -38 | 22
32 | CCOc1ccc(N2CC(C(=O)NCCN3C(=O)S/C(=C\c4ccc(OC)c(OC)c4)C3=O)CC2=O)cc1 (stereo unspecified) | -2 | -4 | -6 | -9 | 23

entry | HIF activator | aSyn UTR inh | HSF1 inhib | Platelet DG rel | HSF1 activator
25 | -13 | -58 | -2 | -2 | 6
26 | 0.3 | 22 | -2 | -2 | 21
27 | 0.6 | 24 | -2 | 14 | -13
28 | 0.6 | 16 | -2 | 4 | -14
29 | -0.1 | 15 | 6 | -4 | -11
30 | 0.1 | 6 | -4 | -1 | -2
31 | 0.0 | -5 | -1 | -8 | 3
32 | -0.2 | 11 | 0 | 0 | 4

(further entries)
entry | molecule | HSP90 inh | SKKanGAS inh | IEC-6 tox | KLF5 inhibitor | AI-2 QS modul
33 | COc1ccccc1OCC(=O)NCCC1=CCCCC1 | -5 | 4 | -6 | -6 | 28
34 | O=C(Nc1ccccc1)OCc1cnc(Cl)s1 | 2 | 3 | -1 | 6 | -14
35 | CC[C@@]12C(=O)N(c3cccc(Br)c3)C(=O)N1[C@H](c1ccc(F)cc1)[C@@H]1C(=O)N(C3CCCCC3)C(=O)[C@@H]12 | · | 5 | · | · | 8
36 | O=C(O)c1cccc2cccnc12 | -5 | 7 | -2 | -38 | 8
37 | Cc1ccc(NC(=O)C(C)N2C(=O)C3C4CC(C(Br)C4Br)C3C2=O)cc1 (stereo unspecified) | 3 | 5 | 2 | -4 | 6
38 | COc1ccc(-c2csc(-n3ncc(-c4ccccn4)c3N)n2)cc1 | 0 | -7 | 3 | 9 | -11
39 | COc1cc2c(C(=O)N3CCN(C)CC3)c(C)oc2cc1Br | 1 | -3 | -1 | -40 | 8
40 | COCCCN1C(=O)c2ccc(C(=O)NCc3ccccn3)cc2C1=O | -2 | 3 | 6 | -16 | 10

entry | HIF activator | aSyn UTR inh | HSF1 inhib | Platelet DG rel | HSF1 activator
33 | -0.2 | 15 | -2 | -3 | 6
34 | 0.8 | 2 | -3 | 0 | 6
35 | -0.2 | 11 | 3 | -4 | 6
36 | -0.6 | 13 | -5 | 0 | -5
37 | -0.2 | 3 | 0 | 5 | -1
38 | 0.4 | -15 | -5 | 30 | -12
39 | 0.1 | -18 | -3 | 6 | -9
40 | 0.0 | 1 | -2 | 7 | 2

The results go on.
entry | molecule | HSP90 inh | SKKanGAS inh | IEC-6 tox | KLF5 inhibitor | AI-2 QS modul
41 | Clc1cccc(CNCCCSc2ncccn2)c1Cl | 0 | -2 | 1 | -18 | 10
42 | Oc1ccc(/C=N/N(c2ccccc2)c2ccccc2)c(O)c1O | 4 | 13 | 1 | -14 | 27
43 | C(=N\N(c1ccccc1)c1ccccc1)/c1ccc2c(c1)OCO2 | -1 | 1 | -3 | -22 | 0
44 | COc1ccc(C(=O)Nc2c(N)nc(SCC(=O)N3CCC(C)CC3)[nH]c2=O)cc1OC | 1 | -1 | -1 | -28 | 60
45 | O=c1[nH]c(Nc2nc3ccccc3o2)nc2c1CCCC2 | 1 | -32 | 5 | -120 | 22
46 | CN(C)CCCN(C(=O)c1ccc2c(c1)CCCC2)c1nc2c(F)cccc2s1 | 2 | 5 | -9 | -22 | 16
47 | O=c1c2ccccc2nc(/C=C/c2c[nH]c3ccccc23)n1-c1ccc([N+](=O)[O-])cc1 | 4 | 36 | 1 | -48 | 27
48 | CC(=O)c1ccc(N2CCN(C(=O)/C=C/c3cccs3)CC2)cc1 | 4 | 0 | 9 | -24 | 23

entry | HIF activator | aSyn UTR inh | HSF1 inhib | Platelet DG rel | HSF1 activator
41 | 0.0 | 9 | 1 | -5 | -3
42 | 0.3 | 1 | 9 | 7 | 34
43 | 0.2 | 38 | 2 | 2 | 2
44 | -0.2 | 13 | -9 | 1 | -10
45 | 2.5 | 48 | -9 | -4 | -29
46 | 1.6 | -157 | 16 | -3 | 18
47 | -1.0 | -12 | -3 | -2 | -10
48 | 0.2 | 19 | 0 | 3 | -18

Reprinted at random: 2 compounds from above.
entry | molecule | HSP90 inh | SKKanGAS inh | IEC-6 tox | KLF5 inhibitor | AI-2 QS modul
46 | CN(C)CCCN(C(=O)c1ccc2c(c1)CCCC2)c1nc2c(F)cccc2s1 | 2 | 5 | -9 | -22 | 16
44 | COc1ccc(C(=O)Nc2c(N)nc(SCC(=O)N3CCC(C)CC3)[nH]c2=O)cc1OC | 1 | -1 | -1 | -28 | 60

entry | HIF activator | aSyn UTR inh | HSF1 inhib | Platelet DG rel | HSF1 activator
46 | 1.6 | -157 | 16 | -3 | 18
44 | -0.2 | 13 | -9 | 1 | -10
